PAFAH1B2 FP inh – PAFAH1B2 (human) inhibition. P68402. AID 492953. recombinant PAFAH1B2, FP-rhodamine activity probe, fluorescence polarization. inhibition, % at 3.39 µM. 340,000 tested, 1.2% active;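 active = inhibition above the mean of all tested compounds plus 3 SD, cut at about 24% in these data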;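 note: 0% = enzyme with DMSO and 100% = wells lacking PAFAH1B2; many of its hits are not listed in these tables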
Target sequence (P68402 whole entry, looked up): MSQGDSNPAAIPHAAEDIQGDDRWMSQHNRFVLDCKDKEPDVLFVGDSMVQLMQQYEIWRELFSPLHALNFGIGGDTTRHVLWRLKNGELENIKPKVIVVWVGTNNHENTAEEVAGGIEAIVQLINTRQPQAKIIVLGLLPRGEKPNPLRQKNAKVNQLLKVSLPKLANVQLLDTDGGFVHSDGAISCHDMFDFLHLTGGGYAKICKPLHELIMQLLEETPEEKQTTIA
pPAFAH inh – inhibitors of human plasma PAF acetylhydrolase (pPAFAH); Q13093; recombinant pPAFAH, FP-rhodamine probe fluorescence polarization; 330,000 tested, 1.5% active; inhibition, % at 3.39 µM;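 active = inhibition above the mean inhibition across the screen plus 3 SD, cut at about 25% in these data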;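 note: inhibitors block binding of the rhodamine activity-based probe so polarization drops; 0% = enzyme with DMSO and 100% = wells lacking pPAFAH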
LYPLA2 counter – blocks human lysophospholipase 2, a PME1 counter-screen. O95372. recombinant LYPLA2, FP-Rh probe fluorescence polarization. inhibition, % at 5.9 µM. 320,000 tested, 0.38% active. AID 2177;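 active = inhibition above the screen-wide mean plus 3 SD, limit set per campaign, cut at about 26% in these data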;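 note: 0% = LYPLA2 with DMSO and 100% = wells lacking LYPLA2 enzyme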
Target sequence (O95372 whole entry, looked up): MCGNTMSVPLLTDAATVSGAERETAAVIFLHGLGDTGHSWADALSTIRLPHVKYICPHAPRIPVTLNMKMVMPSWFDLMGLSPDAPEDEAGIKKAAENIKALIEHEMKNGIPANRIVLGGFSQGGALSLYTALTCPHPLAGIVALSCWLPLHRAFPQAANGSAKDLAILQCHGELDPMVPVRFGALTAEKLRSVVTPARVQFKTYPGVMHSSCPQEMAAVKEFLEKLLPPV
LYPLA1 inh – counter-screen for PME1 inhibitors: inhibitors of human LYPLA1; O75608; recombinant LYPLA1, FP-Rh probe fluorescence polarization; inhibition, % at 5.9 µM; 320,000 tested, 0.16% active;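 active = inhibition above the mean of all tested compounds plus 3 SD, set per campaign, cut at about 14% in these data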;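 note: inhibitors block serine hydrolase probe labeling of LYPLA1 so polarization falls; 0% = enzyme with DMSO and 100% = wells lacking LYPLA1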
Target sequence (O75608 whole entry, looked up): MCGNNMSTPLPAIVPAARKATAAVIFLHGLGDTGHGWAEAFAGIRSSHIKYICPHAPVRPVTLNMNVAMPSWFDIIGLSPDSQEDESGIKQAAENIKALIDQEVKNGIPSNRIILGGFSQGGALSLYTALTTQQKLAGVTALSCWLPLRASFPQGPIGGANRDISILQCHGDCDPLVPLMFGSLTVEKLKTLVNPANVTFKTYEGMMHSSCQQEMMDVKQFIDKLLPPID
PREPL inhibitor – inhibits the human prolyl oligopeptidase-like enzyme; recombinant PREPL, fluorescence polarization activity-based probe; Q4J6C6; 320,000 tested, 0.68% active; AID 2751; inhibition, % at 5.96 µM; in the data active = inhibition above about 43%;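 note: 0% = enzyme with DMSO and 100% = wells lacking enzyme; many of its hits are not listed in these tables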
PAD4 FP inh – blocks human protein arginine deiminase 4 | Q9UM07 | recombinant PAD4, RCA probe fluorescence polarization | inhibition, % at 6.36 µM | 330,000 tested, 0.41% active;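 active = percent inhibition above a cutoff equal to the mean of all tested compounds plus 3 SD, cut at about 15% in these data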;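 note: 0% = PAD4 with RCA probe and DMSO and 100% = probe without PAD4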
PAFAH1B3 FP inh – PAFAH1B3 (human) inhibition. recombinant PAFAH1B3, FP-rhodamine probe, fluorescence polarization. 340,000 tested, 0.28% active. inhibition, % at 3.39 µM. AID 492972;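 active = inhibition above the screen-wide average of all tested compounds plus 3 SD, cut at about 25% in these data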;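 note: 0% = enzyme with DMSO only and 100% = wells lacking PAFAH1B3 protein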
Target sequence (Q15102 whole entry, looked up): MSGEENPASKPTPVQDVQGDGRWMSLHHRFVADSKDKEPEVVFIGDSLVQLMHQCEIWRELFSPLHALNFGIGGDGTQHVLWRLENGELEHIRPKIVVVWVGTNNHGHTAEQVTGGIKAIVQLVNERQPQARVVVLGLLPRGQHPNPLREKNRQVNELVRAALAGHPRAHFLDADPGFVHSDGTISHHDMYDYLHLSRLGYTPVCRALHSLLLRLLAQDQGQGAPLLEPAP
PME-1 inh – blocks human protein phosphatase methylesterase 1; Q9Y570; recombinant PME-1, FP-Rh probe fluorescence polarization; inhibition, % at 5.9 µM; 320,000 tested, 0.53% active; AID 2130;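 active = inhibition above the campaign mean of all compounds plus 3 SD, cut at about 26% in these data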;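 note: competitive labeling of PME-1 active site by serine hydrolase directed probe; 0% = PME-1 with DMSO and 100% = wells lacking PME-1 enzyme; inhibitors block probe labeling so polarization falls and inhibition rises; many of its hits are not listed in these tables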
GSTO1 inh – blocks human GSTO1 in RBBP9 counter-screen; P78417; recombinant GSTO1, activity-based probe fluorescence polarization; inhibition, % at 5.96 µM; 300,000 tested, 1.1% active; AID 1974;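 active = inhibition above the campaign mean inhibition plus 3 SD, cut at about 35% in these data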;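 note: 0% = GSTO1-1 with DMSO and 100% = wells lacking GSTO1-1 enzyme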
Active calls of the source: *. A portion of the library. The share of hits here may be higher or lower than overall.

What do the screens show for `c1ccn(-c2ccc(N3CCOCC3)cc2)c1`?
PAFAH1B2 FP inh: 4; pPAFAH inh: 9; LYPLA2 counter: 7; LYPLA1 inh: 3; PREPL inhibitor: 6; PAD4 FP inh: -3; PAFAH1B3 FP inh: 1; PME-1 inh: -2; GSTO1 inh: 2

Results for CC(=O)c1c(C)[nH]c(C(=O)Nc2cccc(S(=O)(=O)N3CCCCC3)c2)c1C ?
PAFAH1B2 FP inh: 3; pPAFAH inh: -4; LYPLA2 counter: -18; LYPLA1 inh: -20; PREPL inhibitor: 4; PAD4 FP inh: 4; PAFAH1B3 FP inh: 6; PME-1 inh: -9

What do the screens show for `O=S(=O)(c1cccc2cccnc12)N1CCN(Cc2ccccc2)CC1`?
PAFAH1B2 FP inh: 4; pPAFAH inh: 0; LYPLA2 counter: -8; LYPLA1 inh: -3; PREPL inhibitor: 10; PAD4 FP inh: -4; PAFAH1B3 FP inh: 0; PME-1 inh: -3; GSTO1 inh: 3

What do the screens show for `COc1ccccc1-n1c(SCC(=O)OC(C)C)nc2cccnc21`?
PAFAH1B2 FP inh: 2; pPAFAH inh: 5; LYPLA2 counter: -2; LYPLA1 inh: 2; PREPL inhibitor: -6; PAD4 FP inh: -5; PAFAH1B3 FP inh: -5; PME-1 inh: 2; GSTO1 inh: 7

How did C/C=C/c1ccc(OCCCCOc2ccc(OC)cc2)c(OC)c1 do in these assays?
PAFAH1B2 FP inh: 6; pPAFAH inh: 3; LYPLA2 counter: 1; LYPLA1 inh: -5; PREPL inhibitor: 1; PAD4 FP inh: -2; PAFAH1B3 FP inh: -5; PME-1 inh: -1; GSTO1 inh: -6

How did Cc1nc(NC(=S)NC(=O)COc2ccc(Cl)cc2)ccc1Br do in these assays?
PAFAH1B2 FP inh: 2; pPAFAH inh: 4; LYPLA2 counter: -2; LYPLA1 inh: 0; PREPL inhibitor: 0; PAD4 FP inh: 1; PAFAH1B3 FP inh: 6; PME-1 inh: -2; GSTO1 inh: 3

Results for COC(=O)Cc1c(C)c2ccc(OC(=O)c3ccccc3)cc2oc1=O ?
PAFAH1B2 FP inh: 2; pPAFAH inh: 9; LYPLA2 counter: 3; LYPLA1 inh: 0; PREPL inhibitor: 17; PAD4 FP inh: 2; PAFAH1B3 FP inh: -4; PME-1 inh: 1; GSTO1 inh: -3

Results for Cc1ccc(S(=O)(=O)Nc2cc(C(F)(F)F)ccc2N2CCOCC2)c(C)c1 ?
PAFAH1B2 FP inh: 3; pPAFAH inh: -2; LYPLA2 counter: -3; LYPLA1 inh: -3; PREPL inhibitor: 1; PAD4 FP inh: -2; PAFAH1B3 FP inh: -3; PME-1 inh: 1; GSTO1 inh: 2

Results for CN(C)c1ccc(C(=O)OCC(=O)c2ccc[nH]2)cc1 ?
PAFAH1B2 FP inh: 2; pPAFAH inh: 7; PREPL inhibitor: 11; PAD4 FP inh: -4; PAFAH1B3 FP inh: 2

Results for O=C(CCC(=O)c1ccc(Oc2ccccc2)cc1)Nc1ccc(Cl)cc1Cl ?
PAFAH1B2 FP inh: -2; pPAFAH inh: 1; LYPLA2 counter: -7; LYPLA1 inh: -4; PREPL inhibitor: 14; PAD4 FP inh: -5; PAFAH1B3 FP inh: -7; PME-1 inh: -10; GSTO1 inh: 9

Results for CC(=O)Nc1ccc(S(=O)(=O)N2CCc3cc4c(cc3C2C)OCCCO4)cc1 (stereo unspecified) ?
PAFAH1B2 FP inh: 2; pPAFAH inh: -1; LYPLA2 counter: 0; LYPLA1 inh: -4; PREPL inhibitor: 6; PAD4 FP inh: 0; PAFAH1B3 FP inh: 3; PME-1 inh: 4; GSTO1 inh: -3

What do the screens show for `COc1ccc(C(=O)NC2CCCCC2)cc1S(=O)(=O)N1CCCC1`?
PAFAH1B2 FP inh: 2; pPAFAH inh: 1; LYPLA2 counter: -4; LYPLA1 inh: 3; PREPL inhibitor: 5; PAD4 FP inh: -6; PAFAH1B3 FP inh: -2; PME-1 inh: 0; GSTO1 inh: 0

How did O=C(COc1ccc2ccc(=O)oc2c1)N1CC[C@@]2(O)CCCC[C@H]2C1 do in these assays?
PAFAH1B2 FP inh: 4; pPAFAH inh: -3; LYPLA2 counter: 1; LYPLA1 inh: 2; PREPL inhibitor: 3; PAD4 FP inh: -2; PAFAH1B3 FP inh: -1; PME-1 inh: -2; GSTO1 inh: -3

Results for Cc1ccc(CNC(=O)C2CC(=O)N(C3CCCCCC3)C2)cc1 (stereo unspecified) ?
PAFAH1B2 FP inh: 6; pPAFAH inh: -1; LYPLA2 counter: 5; LYPLA1 inh: -1; PREPL inhibitor: 13; PAD4 FP inh: 6; PAFAH1B3 FP inh: 4; PME-1 inh: -2; GSTO1 inh: 4

How did CCc1nc(NC(C)C)c2oc3ccccc3c2n1 do in these assays?
PAFAH1B2 FP inh: 3; pPAFAH inh: 6; LYPLA2 counter: -4; LYPLA1 inh: -4; PREPL inhibitor: -65; PAD4 FP inh: -11; PAFAH1B3 FP inh: 5; PME-1 inh: -7; GSTO1 inh: 4

Results for O=C(Cc1ccccc1Cl)Nc1cccc(S(=O)(=O)N2CCOCC2)c1 ?
PAFAH1B2 FP inh: 6; pPAFAH inh: -3; LYPLA2 counter: 3; LYPLA1 inh: 2; PREPL inhibitor: 5; PAD4 FP inh: -8; PAFAH1B3 FP inh: 0; PME-1 inh: 1; GSTO1 inh: 4

Results for Cn1c(NC(=O)c2ccccc2F)cc(=O)n(C)c1=O ?
PAFAH1B2 FP inh: 0; pPAFAH inh: 5; LYPLA2 counter: -2; LYPLA1 inh: 5; PREPL inhibitor: -4; PAD4 FP inh: 0; PAFAH1B3 FP inh: -1; PME-1 inh: 0; GSTO1 inh: 3

What do the screens show for `CCOC(=O)CSc1nc(-c2ccncc2)ccc1C#N`?
PAFAH1B2 FP inh: 5; pPAFAH inh: 8; LYPLA2 counter: 0; LYPLA1 inh: 1; PREPL inhibitor: 11; PAD4 FP inh: -2; PAFAH1B3 FP inh: 10; PME-1 inh: 9; GSTO1 inh: -7

What do the screens show for `C#CCOCCOCCOCCNc1nc(N2CCN(C(=O)[C@H](CCC(=O)O)n3cc(C(N)[C@H](C)CC)nn3)CC2)nc(N2CCN(C(=O)[C@H](Cc3cc4ccccc4[nH]3)n3cc(C(N)[C@H](C)CC)nn3)CC2)n1` (stereo partly specified)?
pPAFAH inh: -5; LYPLA2 counter: 2; LYPLA1 inh: 0; PREPL inhibitor: 9; PAD4 FP inh: 27*; PME-1 inh: -2; GSTO1 inh: 4

Results for COc1cc(C2C(C#N)=C(N)OC3=C2C(=O)CCC3)cc(OC)c1OC(=O)N1CCOCC1 (stereo unspecified) ?
PAFAH1B2 FP inh: 8; pPAFAH inh: 6; LYPLA2 counter: 4; LYPLA1 inh: 4; PREPL inhibitor: -4; PAD4 FP inh: -1; PAFAH1B3 FP inh: 12; PME-1 inh: -2; GSTO1 inh: -2

What do the screens show for `CC(C)c1nc(SCC(=O)Nc2ccc3c(c2)OCO3)n[nH]1`?
PAFAH1B2 FP inh: 3; pPAFAH inh: 0; LYPLA2 counter: 1; LYPLA1 inh: 2; PREPL inhibitor: 5; PAD4 FP inh: -1; PAFAH1B3 FP inh: 8; PME-1 inh: 5; GSTO1 inh: 4

Results for CC(C)N(c1ccccc1)c1ncnc(NCCC(=O)O)c1[N+](=O)[O-] ?
PAFAH1B2 FP inh: 23; pPAFAH inh: 2; LYPLA2 counter: -2; LYPLA1 inh: -3; PREPL inhibitor: 9; PAD4 FP inh: -2; PAFAH1B3 FP inh: 2; PME-1 inh: 2; GSTO1 inh: -1

What do the screens show for `COc1ccc(C2(CNC(=O)c3ccco3)CCOCC2)cc1`?
PAFAH1B2 FP inh: 0; pPAFAH inh: 3; LYPLA2 counter: -1; LYPLA1 inh: -2; PREPL inhibitor: -3; PAD4 FP inh: -6; PAFAH1B3 FP inh: 0; PME-1 inh: 0; GSTO1 inh: 7

Results for O=C(O)CCc1ccc(-c2cccs2)n1CC1CCCO1 (stereo unspecified) ?
PAFAH1B2 FP inh: 1; pPAFAH inh: 12; LYPLA2 counter: 2; LYPLA1 inh: 0; PREPL inhibitor: -5; PAD4 FP inh: -1; PAFAH1B3 FP inh: 1; PME-1 inh: -8; GSTO1 inh: 2

What do the screens show for `O=C(NC1CCCC1)c1ccc(S(=O)(=O)N2CCCC2)cc1`?
PAFAH1B2 FP inh: 3; pPAFAH inh: -3; LYPLA2 counter: 2; LYPLA1 inh: 0; PREPL inhibitor: 0; PAD4 FP inh: 2; PAFAH1B3 FP inh: 4; PME-1 inh: 1; GSTO1 inh: 1

Results for O=C(Nc1ccc(CN2CCCCC2)cc1)c1cccc(F)c1 ?
PAFAH1B2 FP inh: 4; pPAFAH inh: -5; LYPLA2 counter: -6; LYPLA1 inh: -1; PREPL inhibitor: -21; PAD4 FP inh: -4; PAFAH1B3 FP inh: 14; PME-1 inh: 0; GSTO1 inh: 2

What do the screens show for `COc1ccc(/C=N/Nc2nc(-c3cccc(S(=O)(=O)N4CCCC4)c3)cs2)c(OC)c1`?
PAFAH1B2 FP inh: 0; pPAFAH inh: 16; LYPLA2 counter: 7; LYPLA1 inh: -1; PREPL inhibitor: 4; PAD4 FP inh: -1; PAFAH1B3 FP inh: 0; PME-1 inh: 18; GSTO1 inh: -10

Results for O=C(Nc1ccc(F)cc1)NC1CCCc2ccccc21 (stereo unspecified) ?
PAFAH1B2 FP inh: 2; pPAFAH inh: 8; LYPLA2 counter: 0; LYPLA1 inh: -4; PREPL inhibitor: 0; PAD4 FP inh: 5; PAFAH1B3 FP inh: 3; PME-1 inh: 3; GSTO1 inh: 3

What do the screens show for `CNS(=O)(=O)c1cc(NC(C)=O)c(C)cc1C`?
PAFAH1B2 FP inh: 3; pPAFAH inh: 2; LYPLA2 counter: 1; LYPLA1 inh: -1; PREPL inhibitor: 2; PAD4 FP inh: -3; PAFAH1B3 FP inh: 1; PME-1 inh: 0; GSTO1 inh: -2

How did Cc1nccnc1Sc1ccccc1 do in these assays?
PAFAH1B2 FP inh: 9; pPAFAH inh: -5; LYPLA2 counter: -8; LYPLA1 inh: -1; PREPL inhibitor: -3; PAD4 FP inh: -2; PAFAH1B3 FP inh: 15; PME-1 inh: -8; GSTO1 inh: 13

How did O=C(COc1ccc(Br)cc1)Nc1ccc(CN2CCOCC2)cc1 do in these assays?
PAFAH1B2 FP inh: 3; pPAFAH inh: 10; LYPLA2 counter: 10; LYPLA1 inh: 7; PREPL inhibitor: 17; PAD4 FP inh: 1; PAFAH1B3 FP inh: 2; PME-1 inh: 7; GSTO1 inh: 6

What do the screens show for `COC(=O)c1oc2ccc(Cl)cc2c1-n1cccc1`?
PAFAH1B2 FP inh: 6; pPAFAH inh: 4; LYPLA2 counter: 7; LYPLA1 inh: 0; PREPL inhibitor: 2; PAD4 FP inh: -2; PAFAH1B3 FP inh: 1; PME-1 inh: -5; GSTO1 inh: 8

How did Cn1cnc2c1c(=O)[nH]c(=O)n2C do in these assays?
pPAFAH inh: 2; LYPLA2 counter: 4; LYPLA1 inh: 0; PREPL inhibitor: -7; PAD4 FP inh: -4; PME-1 inh: 1; GSTO1 inh: -4

How did CN(c1ccc(O)cc1)c1nc(-c2cccs2)cs1 do in these assays?
PAFAH1B2 FP inh: -3; pPAFAH inh: 8; LYPLA2 counter: 1; LYPLA1 inh: -1; PREPL inhibitor: 9; PAD4 FP inh: 1; PAFAH1B3 FP inh: 8; PME-1 inh: 3; GSTO1 inh: 18

How did c1ccc(CNc2nc(-c3ccccc3)nc3ccccc23)cc1 do in these assays?
PAFAH1B2 FP inh: 0; pPAFAH inh: -3; LYPLA2 counter: -29; LYPLA1 inh: -17; PREPL inhibitor: -8; PAD4 FP inh: -3; PAFAH1B3 FP inh: 1; PME-1 inh: -21; GSTO1 inh: 2
